FBA Mtb inh = Mtb fructose-bisphosphate aldolase inhibition | AID 588726 | 360,000 compounds, 2.3% hits | purified M. tuberculosis FBA, fluorescence read-out | inhibition, % at 1 µM; in the data active = inhibition above about 27%;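 note: 0% = vehicle and 100% = reference inhibitor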
Target sequence (P9WQA3 whole entry, looked up): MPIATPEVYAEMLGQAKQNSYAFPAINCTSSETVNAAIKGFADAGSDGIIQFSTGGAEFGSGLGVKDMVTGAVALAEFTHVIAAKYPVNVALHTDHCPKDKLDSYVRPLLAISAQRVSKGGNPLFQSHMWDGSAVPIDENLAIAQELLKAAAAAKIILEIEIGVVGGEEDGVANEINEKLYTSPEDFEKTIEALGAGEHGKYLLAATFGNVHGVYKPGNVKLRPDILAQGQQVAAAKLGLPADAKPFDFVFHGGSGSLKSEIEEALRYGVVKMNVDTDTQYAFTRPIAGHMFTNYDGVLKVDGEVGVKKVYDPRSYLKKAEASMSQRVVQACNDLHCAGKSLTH
FadD28 binding = M. tuberculosis FadD28 bisubstrate binding inhibition. FadD28 bisubstrate probe binding, fluorescence polarization. inhibition, % at 12.5 µM. 360,000 compounds, 0.22% hits; in the data active = inhibition above about 8.5%, passing the limit was not always enough; inconclusive = no clear call, values can overlap the other calls
BoNT-A LC inh2 = BoNT A light chain protease inhibition | AID 588499 | 360,000 compounds, 0.17% hits | inhibition, % at 10 µM | multiplex microsphere protease substrate cleavage, flow cytometry; in the data active = inhibition above about 30%; inconclusive = no clear call, values can overlap the other calls; note: plate controls were buffer without enzyme for full effect and enzyme alone for no effect
GDH-TPI counter = inhibits GDH-TPI coupling enzymes, artifact for Mtb FBA screen; GDH-TPI coupled enzyme counterscreen, NADH absorbance; inhibition, % at 4.8 µM; 360,000 compounds, 1.2% hits;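 note: 0% = DMSO wells and 100% = wells lacking the enzyme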
BioA inh = BioA (M. tuberculosis) enzyme inhibition; purified M. tuberculosis BioA enzyme, plate reader; inhibition, % at 9.99 µM; 360,000 compounds, 0.096% hits; AID 602481; in the data active = inhibition above about 40%; inconclusive = no clear call, values can overlap the other calls
CCHF vOTU inh = blocks the CCHF virus ovarian tumor domain protease. 370,000 compounds, 0.55% hits. inhibition, % at 11.5 µM. CCHFV vOTU protease, Pep-AMC fluorescence; note: 0% = vehicle wells with enzyme and 100% = no enzyme wells
BoNT F protease = BoNT F light chain protease inhibition | Multiplex microsphere protease cleavage assay, flow cytometry | inhibition, % at 10 µM | 360,000 compounds, 0.22% hits; in the data active = inhibition above about 35%, passing the limit was not always enough; inconclusive = no clear call, values can overlap the other calls; note: plate controls were buffer without enzyme for full effect and enzyme alone for no effect
PrPC surface inh = inhibitors of human cell surface prion protein PrPC; P04156; TR-FRET read-out; inhibition, % at 13.8 µM; 370,000 compounds, 0.43% hits; in the data active = inhibition above about 24%; note: 0% = median of the test wells and 100% = reference compound wells
UGM FP inh = inhibitors of M. tuberculosis UDP-galactopyranose mutase; AID 504406; inhibition, % at 10 µM; P9WIQ1; 320,000 compounds, 0.06% hits; purified UGM, fluorescence polarization probe displacement; in the data active = inhibition above about 10%, passing the limit was not always enough; inconclusive = no clear call, values can overlap the other calls
Target sequence (P9WIQ1 whole entry, looked up): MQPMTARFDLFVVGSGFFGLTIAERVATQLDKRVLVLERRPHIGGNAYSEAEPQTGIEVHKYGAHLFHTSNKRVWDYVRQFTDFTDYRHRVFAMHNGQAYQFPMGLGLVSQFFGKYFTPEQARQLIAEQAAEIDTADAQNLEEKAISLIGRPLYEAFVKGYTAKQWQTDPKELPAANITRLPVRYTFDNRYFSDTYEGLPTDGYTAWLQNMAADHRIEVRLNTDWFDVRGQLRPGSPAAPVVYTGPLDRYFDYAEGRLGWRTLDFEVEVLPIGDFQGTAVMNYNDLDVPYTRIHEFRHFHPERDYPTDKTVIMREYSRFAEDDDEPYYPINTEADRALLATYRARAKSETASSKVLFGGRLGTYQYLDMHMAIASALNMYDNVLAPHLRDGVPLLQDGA
An asterisk follows results filed as active; ? = inconclusive; . = no result given; + = active, no number. Cut-off read from the data, not from the text of the source, unless noted: active = inhibition above about 30%; inactive = the rest.

Structure	BioA inh	BoNT F protease	UGM FP inh	GDH-TPI counter	BoNT-A LC inh2	FadD28 binding	PrPC surface inh	CCHF vOTU inh	FBA Mtb inh
Cc1cccnc1NC(=O)c1ccc(Cl)c(S(=O)(=O)N2CCCC2)c1	0.6	-4	-1.6	4	-0.1	0.5	-3	-4	1
COc1ccc(NC(=O)Nc2cc(C)ccn2)cc1	0.5	-6	.	4	0.4	0.0	10	0	-2
COc1ccc(C(=O)OCC(=O)c2ccc(Cl)s2)c(OC)c1OC	2.6	-6	1.1	1	1.2	-0.8	12	8	-2
CC(=NNS(=O)(=O)c1ccc([N+](=O)[O-])cc1)c1ccc(C)cc1	.	4	.	2	0.1	-3.1	-10	7	-5
O=C(COc1ccc(S(=O)(=O)N2CCOCC2)cc1Cl)NC1CCCCC1	-0.2	10	-2.7	-2	-0.9	-0.2	9	1	2
COc1ccc(S(=O)(=O)N(Cc2cc3cc(C)ccc3[nH]c2=O)CC2CCCO2)cc1 (stereo not drawn)	0.4	-8	0.2	3	-0.6	-0.1	2	-4	4
Cc1cc(/C=N/NC(=O)Cn2c3ccccc3c(=O)c3ccccc32)c(C)n1-c1ccc(Cl)cc1	.	-3	.	8	0.3	-2.0	4	-32	83*
CCCN(CC1CCCO1)C(=O)c1cc(COc2ccc(F)cc2F)on1 (stereo not drawn)	2.3	4	0.2	-4	2.6	.	1	8	3
C[C@H](NC(=O)N1C[C@H]2C[C@@H](C1)c1cccc(=O)n1C2)C(=O)Nc1ccccc1F	-0.6	-18	1.9	7	0.1	-1.2	1	1	4
O=[N+]([O-])c1ccc(N/N=C/c2cccc(O)c2)cc1	1.8	-9	-0.8	7	0.5	-1.3	-19	2	1
COc1cc(CCC(=O)OCC(=O)Nc2sccc2C(N)=O)cc(OC)c1OC	2.4	-2	.	-2	1.3	-3.2	3	17	-1
CNC(=S)N1N=C(c2cccs2)CC1c1ccc(F)cc1 (stereo not drawn)	4.5	50*	-4.8	36*	0.1	-25	-6	-1	8
O=C(N/N=C/c1c[nH]c2ccccc12)c1cc(-c2ccc3ccccc3c2)n[nH]1	.	5	2.3	18	0.5	-5.8	1	-3	1
O=C(c1ccccc1)N1CCCC(c2ccc(Cl)cc2)=N1	.	-5	1.7	4	0.6	-2.9	-8	19	2
CC[C@H]1OC(=O)[C@H](C)[C@@H](O[C@H]2C[C@@](C)(OC)[C@@H](O)[C@H](C)O2)[C@H](C)[C@@H](O[C@@H]2O[C@H](C)C[C@H](N(C)C)[C@H]2O)[C@](C)(O)C[C@@H](C)C(=NOCOCCOC)[C@H](C)[C@@H](O)[C@]1(C)O	0.3	-2	-0.3	3	-0.5	-3.1	5	-2	-4
Cc1[nH][nH]c(=O)c1C(c1ccc(Br)cc1)c1c(C)[nH][nH]c1=O	-1.0	.	2.4	19	.	0.4	-6	-5	3
Cc1ccc(CNC(=O)c2nnc(CS(=O)(=O)c3ccccc3)o2)cc1	-1.5	-9	-0.7	-5	-0.3	-4.2	5	-3	-2
CCc1nnc(NS(=O)(=O)c2ccc(NC(=O)COc3ccc4ccccc4c3)cc2)s1	.	5	-0.4	-1	0.0	-3.6	-1	-3	3
COC(=O)c1cccc(NC(=O)CCN2C(=O)NC(C)(C)C2=O)c1	-0.7	0	.	1	0.5	-1.1	6	5	0
CCC(=O)c1ccc(OCC(=O)OCC(=O)NC2CCCCCCC2)cc1	-0.4	-3	-0.7	-2	-1.2	-2.6	-7	1	-3
COc1ccc(OCC(=O)N2CCN(Cc3nc4cc([N+](=O)[O-])ccc4n3C)CC2)cc1	.	1	-1.9	1	0.6	-3.7	-14	-7	0
Cc1ccc(C(=O)C2(C)N(O)C(C)C(c3cccs3)=[N+]2[O-])cc1 (stereo not drawn)	.	-3	-3.2	18	-0.2	0.4	-2	-7	1
CCOC(=O)/C(C(N)=NCC(C)C)=C(/O)c1ccccc1	0.4	-8	0.8	8	0.8	0.2	1	4	1
COc1ccc(OC)c(S(=O)(=O)n2ccnc2C)c1	-2.3	-18	2.4	5	0.5	-2.2	-2	11	-7
Cc1nnc(NC(=O)CSCc2c(C)noc2C)s1	-2.3	-6	-0.7	-4	2.7	-1.3	2	-1	3
COc1ccccc1CN1C[C@@H]2C[C@@H](C3=Cc4cc(Cl)ccc4OC3)N3CCC[C@@]23C1=O	.	-9	-5.2	1	-1.7	-0.2	-5	6	-1
Cc1ccccc1-n1nnnc1SC1CCOC1=O (stereo not drawn)	2.0	-14	-0.9	-4	-1.1	-4.9	-2	-6	-9
COc1ccc(S(=O)(=O)c2ccc(OCC3CO3)cc2)cc1 (stereo not drawn)	-0.1	2	-0.1	2	-0.3	1.3	-6	-8	-3
C[C@H](NC(=O)c1ncn2c1C(=O)NC[C@@H]2C)C(=O)OC(C)(C)C	.	-4	.	7	-0.8	-1.1	-2	-2	0
O=C(C1CCN(c2nc(-c3ccccc3)nc3c2CCC3)CC1)N1CCC(O)CC1	2.5	-9	-0.8	7	-2.7	.	-4	2	3
Cc1ccc(S(=O)(=O)NC2CCCc3ccccc32)cc1C (stereo not drawn)	-3.5	-5	1.4	2	-0.3	-0.1	9	11	-1
COc1ccc(NC(=O)C2CCN(S(=O)(=O)c3ccc(OC)c(OC)c3)CC2)c(OC)c1	0.1	-2	3.5	5	-0.9	-1.3	6	0	-1
CNc1ccc(/C=C(\C#N)c2ccccn2)cc1[N+](=O)[O-]	-2.1	1	0.7	15	-1.1	-3.8	-4	0	1
CCCCCCCCNc1ccccc1S(=O)(=O)NCc1ccccc1	7.8	-7	.	19	-0.5	-1.6	4	5	7
CCOC(=O)c1c(C)n(-c2ccccc2)c2ccc(O)cc12	-6.2	-5	-2.1	-3	-0.2	0.4	27*	-6	-2
C(=C\c1ccccc1)/CSc1nnc(-c2ccncc2)n1Cc1ccco1	.	-3	4.2	12	0.4	1.3	-3	-4	-2
CCCN(CCC)CCCNC(=O)c1nn(-c2cccc(OC)c2)c(=O)c2ccccc12	.	-2	-0.7	0	-0.2	0.3	-5	9	-3
CCCCC(=O)OCc1nc2ccccc2s1	-0.6	5	-1.1	10	0.2	1.5	3	7	3
Cc1cc(C(=O)NNC(=O)c2c(-c3c(Cl)cccc3Cl)noc2C)no1	-1.3	7	-1.7	8	-0.1	-1.5	4	2	1
Cn1c(=O)c2c(-c3ccccc3)n(CCCN3CCOCC3)cc2n(C)c1=O	0.0	2	-0.5	5	-0.7	-0.5	1	2	4
CCOc1ccc2[nH]c(=O)c(CN(CCCO)C(C)=O)cc2c1	0.0	-2	0.7	10	-0.3	-3.2	-4	-12	19
COc1ccc(NC(=O)c2ccccc2S(=O)c2ccccc2C#N)cc1 (stereo not drawn)	.	2	-1.1	-1	0.5	-2.0	-2	-13	-3
O=C(Nc1ccccc1C(=O)N/N=C/c1ccco1)c1ccc(F)cc1	.	-8	-2.4	9	-1.2	-1.9	3	2	0
COc1ccccc1-c1cn[nH]c1-c1ccc(OCc2ccc([N+](=O)[O-])cc2)cc1O	-2.0	-4	-1.5	15	-0.2	-0.4	-3	-11	-4
CCOC(=O)C1CCN(S(=O)(=O)CCNC(=O)c2ccc3c(c2)OCO3)CC1	-1.1	.	0.7	2	.	-3.5	9	-3	0
CCOC(=O)/C=c1\s/c(=C\c2ccc3cc(OC)ccc3c2)c(=O)n1CC(=O)NCC1CCCO1 (stereo not drawn)	.	8	9.6	-2	2.1	-0.7	-7	8	6
Cn1c2ccccc2c2c(C(=O)N3CCN(c4ccccc4)CC3)cn(C3CCCC3)c(=O)c21	-0.2	-18	2.6	6	-1.8	-1.7	6	11	6
CCCc1nc(C)cc(N2CCN(c3ccccc3)CC2)n1	1.3	-15	-0.3	14	0.1	0.7	1	-13	6

Reformatted with values under each structure: part of the list above
The line under a structure holds: BioA inh	BoNT F protease	UGM FP inh	GDH-TPI counter	BoNT-A LC inh2	FadD28 binding	PrPC surface inh	CCHF vOTU inh	FBA Mtb inh
- CNC(=S)N1N=C(c2cccs2)CC1c1ccc(F)cc1 (stereo not drawn)
    4.5	50*	-4.8	36*	0.1	-25	-6	-1	8
- COc1ccccc1-c1cn[nH]c1-c1ccc(OCc2ccc([N+](=O)[O-])cc2)cc1O
    -2.0	-4	-1.5	15	-0.2	-0.4	-3	-11	-4
- COC(=O)c1cccc(NC(=O)CCN2C(=O)NC(C)(C)C2=O)c1
    -0.7	0	.	1	0.5	-1.1	6	5	0
- CCCc1nc(C)cc(N2CCN(c3ccccc3)CC2)n1
    1.3	-15	-0.3	14	0.1	0.7	1	-13	6

Next part
Structure	BioA inh	BoNT F protease	UGM FP inh	GDH-TPI counter	BoNT-A LC inh2	FadD28 binding	PrPC surface inh	CCHF vOTU inh	FBA Mtb inh
CCOc1ccccc1NC(=O)C1CCCN(S(=O)(=O)c2ccc3c(c2)CCCN3C(C)=O)C1 (stereo not drawn)	0.0	0	.	7	0.2	-0.7	9	5	1
CC1C/C(=C\c2ccccc2[N+](=O)[O-])c2nc3ccccc3c(C(=O)O)c2C1 (stereo not drawn)	0.7	-27	2.0	19	1.2	0.3	-9	32*	0
Cc1ccc(NS(=O)(=O)c2ccc(C(=O)NCc3ccccn3)cc2)cc1	-0.5	2	-3.4	-6	0.9	-4.7	2	-8	-2
CCOC(=O)C1CCN(C(=O)c2sccc2Cl)CC1	6.9	-4	0.6	3	-0.2	-2.4	-8	12	+
COc1ccc(C(CNC(=O)Cc2ccc3ccccc3c2)N(C)C)cc1 (stereo not drawn)	0.0	-12	1.6	2	-1.2	-0.9	4	-4	-1
CN(CCOc1ccccc1)C(=O)C1CCC(=O)N(CCCN2CCOCC2)C1 (stereo not drawn)	-0.9	2	3.9	-6	-1.4	-3.1	-1	14	1
COCCN(C(=O)COC(=O)CSc1ccc(Cl)cc1)c1c(N)n(CC(C)C)c(=O)[nH]c1=O	-3.2	8	.	-5	-1.5	-4.3	4	12	-1
Cc1cccc(NC(=O)Nc2c(C)[nH]c(=O)[nH]c2=O)c1C	-1.0	26	3.5	-4	0.5	-2.2	11	-10	3
Cc1c(CN(C)CCc2ccccc2)c(=O)n(-c2ccccc2)n1C	-0.6	-5	-1.3	-6	0.8	-2.7	-3	3	-1
Cn1nc(C(=O)Nc2ccccc2Cl)cc1C(=O)Nc1ccccc1Cl	-1.0	?	-4.3	12	-1.4	-4.7	8	9	1
COc1ccc(C(=O)O/N=C(/C(N)=O)P(=O)(OC(C)C)OC(C)C)cc1	-1.1	.	-2.6	-2	.	-1.0	-3	-1	2
CCCCN(C)C(=O)c1nc2ccccn2c1CN1CCN(c2ccccn2)CC1	-0.2	-3	-0.5	0	0.2	-2.2	3	-25	5
O=C(O)c1cc(N/N=C/c2ccc3c(c2)OCCO3)ccc1Cl	.	38*	0.9	9	1.6	0.5	0	8	-2
CCNC(=O)CSc1nnc(CN2CCCCCC2=O)n1-c1ccccn1	.	2	0.9	0	0.7	0.9	2	-1	1
COc1cccc(-c2nc(CS(=O)(=O)CC(=O)N3CCN(c4ccccn4)CC3)c(C)o2)c1	-0.1	-6	0.5	12	-0.8	0.0	-4	0	5
Nc1c(Cl)ncnc1NCCO	0.7	0	-1.2	-6	-1.0	-2.6	16	-3	-10
CCOC(=O)C(NCc1ccc(OC)cc1)(NC(C)=O)C(F)(F)F (stereo not drawn)	-0.6	1	-0.6	1	-0.4	-1.3	1	2	0
COc1ccc(-c2nc(-c3ccc(Br)cc3)no2)c(OC)c1	-2.0	-2	0.4	10	0.6	-1.9	-5	5	-1
CCOC(=O)c1ccc(NC(=O)CN(c2ccc(C)cc2)S(=O)(=O)c2c(C)nn(C)c2C)cc1	.	5	-1.8	4	0.3	-2.3	-6	-4	-1
CCN1CCN(S(=O)(=O)c2ccc(Cl)c(C(=O)N(CC)Cc3ccccc3)c2)CC1	-0.3	-7	.	1	-2.2	0.9	-1	-13	-1
N=c1sccn1Cc1ccc(Cl)cc1Cl	2.4	1	-1.0	9	0.0	-1.7	-4	-13	-2
Cc1cc(C)c(C#N)c(SCc2ccc3c(c2)OCO3)n1	-0.8	8	0.2	1	-0.6	-10	6	7	-2
